Pf growth 96h: Primary qHTS for delayed death inhibitors of the malarial parasite plastid, 96 hour incubation. P. falciparum luciferase reporter growth, 96 h. Potency, µM (titrated, usually from 28.7 µM), for inactives: at the highest dose activity change, negative = inhibition, hits mostly inhibitors. 320,000 tested, 6.9% active. AID 504834, 2011; also: potency is read from the fitted curve at half-maximal effect; % is scaled to controls: 0 for no effect and ±100 for the full control effect
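Readout is luminescence from an integrated firefly luciferase in P. falciparum. Red cells, 2% hematocrit and 0.05% parasitemia final, were cultured with compound through two parasite generations (96 hours) at 37 C, 5% CO2.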
LmPK inh: qHTS Assay for Inhibitors of Leishmania Mexicana Pyruvate Kinase (LmPK) | purified LmPK, Kinase-Glo ATP luminescence, 1 h | Q27686 | 290,000 tested, 0.37% active | Potency, µM (highest dose often 57.5 µM), for inactives: top-dose activity change, negative = inhibition, most hits filed as inhibitors | AID 1721, 2009; also: potency is read from the fitted curve at half-maximal effect; % is scaled to controls: 0 for no effect and ±100 for the full control effect
Target sequence (Q27686 whole entry, looked up): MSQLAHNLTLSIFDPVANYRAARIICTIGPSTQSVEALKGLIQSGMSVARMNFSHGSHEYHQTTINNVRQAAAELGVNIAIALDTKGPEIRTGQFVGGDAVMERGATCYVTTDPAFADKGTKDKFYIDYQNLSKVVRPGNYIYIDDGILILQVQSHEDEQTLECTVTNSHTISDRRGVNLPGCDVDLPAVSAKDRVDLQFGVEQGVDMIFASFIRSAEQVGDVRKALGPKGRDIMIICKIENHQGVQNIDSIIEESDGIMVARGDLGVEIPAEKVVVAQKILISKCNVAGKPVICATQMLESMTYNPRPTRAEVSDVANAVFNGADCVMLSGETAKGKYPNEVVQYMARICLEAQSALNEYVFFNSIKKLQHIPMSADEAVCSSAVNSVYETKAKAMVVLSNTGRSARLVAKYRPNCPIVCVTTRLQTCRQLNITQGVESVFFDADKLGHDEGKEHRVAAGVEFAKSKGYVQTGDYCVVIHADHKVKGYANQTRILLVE
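Screened at intermediate enzyme activity to detect both inhibitors and activators: LmPK at 0.1 nM, with a 0.5 nM enzyme column as activation reference. PEP 0.5 mM, ADP 0.1 mM; ATP detected by luminescence after 1 h.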
CHX counter: Cycloheximide Counterscreen for Small Molecule Inhibitors of Shiga Toxin | 300,000 tested, 12% active | max response, % | AID 2314, 2010 | cell reporter, cycloheximide protein synthesis inhibition counterscreen; in the data active = max response mostly above about 13%, no sharp cut-off; inactive = mostly below about 14%; also: read at 38.3 µM for the half of the compounds with a filed dose; 0% is about no effect
TbPYK inhibitor: qHTS of Trypanosoma Brucei Inhibitors. pyruvate kinase (Trypanosoma brucei), Q57TT1. TbPYK enzyme, Kinase-Glo Plus ATP luminescence, 45 min. Potency, µM (series often up to 76.8 µM), for inactives: top-dose activity, negative = inhibition, usual class: inhibitors. 410,000 tested, 0.12% active. AID 624173, 2012; also: potency is read from the fitted curve at half-maximal effect; % is scaled to controls: 0 for no effect and ±100 for the full control effect; nearly all actives have a fitted effect of over 50% in size
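Screened from lowest to highest concentration, compounds were pinned into TbPYK/substrate mixtures, and ADP (130 uM final) was added. Plates sat at room temperature for 45 min prior to Kinase-Glo Plus detection by luminescence.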
AMA1-RON2 inh: qHTS for Inhibitors of AMA1-RON; Towards Development of Antimalarial Drug Lead: Primary Screen. AlphaScreen AMA1-biotinylated RON2 peptide binding. Potency, µM (top dose mostly 58.2 µM), for inactives: at the top dose activity change, negative = inhibition, actives largely listed as inhibitors. 360,000 tested, 0.2% active;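 also: potency is read from the fitted curve at half-maximal effect; 0% = vehicle wells and -100% = peptide control; nearly all actives have a fitted effect of over 45% in size; some results filed as inactive show a strong effect at the top dose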
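AMA1 (3D7) with his tag at 25 nM final met compounds first, then biotinylated RON2 peptide at 25 nM; detection used donor plus acceptor beads, 10 µg/mL apiece, read by AlphaScreen after 30 min at room temperature.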
Pf growth 48h: Primary qHTS for delayed death inhibitors of the malarial parasite plastid, 48 hour incubation; P. falciparum luciferase growth in erythrocytes, 48 h; Potency, µM (titrated, usually from 28.7 µM), for the others: top-dose activity change, negative = inhibition, usual class: inhibitors; 310,000 tested, 5.9% active; AID 504832, 2011; also: potency is read from the fitted curve at half-maximal effect; % is scaled to controls: 0 for no effect and ±100 for the full control effect
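Parasite viability was followed by luminescence of a genomically integrated firefly luciferase. Cultures held 0.1% parasitemia at 2% hematocrit (final), incubated under 5% CO2 at 37 C.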
Shiga toxin inh: A qHTS for Small Molecule Inhibitors of Shiga Toxin | Vero cells, Shiga toxin protein synthesis inhibition reporter | AID 2315, 2010 | inhibition, % at 38.7 µM | 290,000 tested, 9.2% active; in the data active = inhibition mostly above about 28%, no sharp cut-off; inactive = mostly below about 43%; also: 0% is about no effect
* = called active by the depositor; i = inactive; ? = inconclusive; / = not tested or not shown; & = joins results of further samples; [ ] = another dose, or the depositor's remark. Unless noted, calls follow the shape of the dose curve; as a rule, active = well fitted curve in the direction sought with a large enough effect; inconclusive = small, poorly fitted or top-dose-only effect, or another doubt; inactive = no such curve, though single readings can be large; an effect the other way counts as inactive or inconclusive. Hits appear at their usual frequency, and some 21% of all compounds hit somewhere here.

1) CC(Sc1nnc(-c2ccccc2F)n1C1CC1)C(N)=O (centres undefined)
2) C/C(=N\NC(N)=S)c1ccc(Cl)s1
3) Cn1nc(C(F)(F)F)c2cc(NC(=O)OCC(C)(C)C)sc21
4) COCCN1CCN(Cc2nc(Cc3ccc(OC)c(OC)c3)no2)CC1
5) O=C(COc1ccc2ccccc2c1)Nc1cccc2cccnc12
6) c1ccc2[nH]c(CSc3ncnc4c3oc3ccccc34)nc2c1
assay / entry	1	2	3	4	5	6
Pf growth 96h	-7%	?	-2%	-20%	-1%	43%[activator]
LmPK inh	0%	-11%	5%	0%	10%	1%
CHX counter	-3	-2	10	-3	2	16*
TbPYK inhibitor	0%	-19%	-17%	-6%	-11%	7%
AMA1-RON2 inh	11%	9%	4%	3%	53%[activator]	50%[activator]
Pf growth 48h	11%	-15%	2.3µM*	6%	6%	-6%
Shiga toxin inh	-9	-2	6	-4	-12	62*

7) S=c1[nH]nc(CCc2ccc(Cl)cc2)o1
8) CC(=O)Nc1nnc(CCN2CCCCC2)s1
9) OCCC1CN(Cc2ccsc2)CCN1C1CCCC1 (centres undefined)
10) O=C(NCC(F)(F)F)Nc1ncccn1
11) CCOC(=O)c1c(C)nc(SC)c(C#N)c1-c1ccccc1
12) CCOC(=O)c1oc2ccccc2c1CN1CCCCC1
assay / entry	7	8	9	10	11	12
Pf growth 96h	21%	175%[activator]	?	-21%	-14%	?
LmPK inh	-3%	5%	0%	6%	3%	0%
CHX counter	-3	9	-2	-7	8	7
TbPYK inhibitor	?	-3%	0%	3%	-1%	4%
AMA1-RON2 inh	19%	10%	10%	-4%	13%	9%
Pf growth 48h	21%	26%	28%	21%	12%	23%
Shiga toxin inh	-8	15	-13	-26	3	17

Reprinted from the part before: 2 entries, followed by the next part.
11) CCOC(=O)c1c(C)nc(SC)c(C#N)c1-c1ccccc1
12) CCOC(=O)c1oc2ccccc2c1CN1CCCCC1
13) COc1ccc(Nc2nc(NCCO)nc(OC)n2)cc1
14) Cc1csc(N/N=C/c2ccc([N+](=O)[O-])cc2)n1
15) CS(=O)(=O)N(CC(N)=O)Cc1ccc(Cl)cc1
16) COC(=O)c1c(C)[nH]c(C(=O)CN2CCOCC2)c1C
17) COc1cc2c(cc1OC)C(c1cc(C)ccc1C)CC(=O)N2 (centres undefined)
18) O=C(CSc1nc(-c2ccc(F)cc2)cs1)NCCN1C(=O)CSC1=O
assay / entry	11	12	13	14	15	16	17	18
Pf growth 96h	-14%	?	i	?	/	/	?	46%[activator]
LmPK inh	3%	0%	-1%	2%	1%	-6%	-4%	5%
CHX counter	8	7	2	32*	-3	-1	1	13
TbPYK inhibitor	-1%	4%	-7%	-4%	-7%	-5%	3%	-1%
AMA1-RON2 inh	13%	9%	-4%	79%[activator]	6%	-1%	-10%	6%
Pf growth 48h	12%	23%	/	67%[activator]	-2%	13%	-1%	53%[activator]
Shiga toxin inh	3	17	9	67*	-11	-9	-19	27

19) CCCCCN1C/C=C\C(c2ccc(OC)cc2)N(Cc2ccc(F)cc2)C(=O)C1 (centres undefined)
20) CCOCC(=O)Nc1ccc([N+](=O)[O-])cc1C
21) COc1ccc(/C=N/NC(=O)Nc2cccc3nsnc23)c(OC)c1
22) CCC(C)N(C(=O)COC(=O)CSc1ccc(C)c(C)c1)C1CCS(=O)(=O)C1 (centres undefined)
23) Nc1ccc(NC(=O)c2ccco2)c(Cl)c1
24) Cc1ccc(CSCC(=O)N(C)CC(=O)Nc2ccccc2Cl)cc1
assay / entry	19	20	21	22	23	24
Pf growth 96h	-30%	41%[activator]	?	3%	0%	-25%
LmPK inh	4%	0%	1%	/	2%	/
CHX counter	-3&-1	8	7	/	15	/
TbPYK inhibitor	0%	5%	10%	1%	3%	0%
AMA1-RON2 inh	0%	3%	1%	25%	-21%	-6%
Pf growth 48h	?	67%[activator]	22%	12%	25%	?
Shiga toxin inh	8&-2	24	16	/	25	/

25) CCC(=O)NC1=C(Nc2ccc(N)cc2)C(=O)c2ccccc2C1=O
26) O=C(COc1cccc2cccnc12)N1CCc2ccccc21
27) Cc1ccccc1Nc1c(F)c(F)c(F)c(F)c1C(=O)O
28) COc1ccc(/C(C)=N/Nc2nc(C)c(C(C)=O)s2)cc1
29) O=C(c1nn(-c2ccccc2)c(=O)c2ccccc12)N1CCN(c2ncccn2)CC1
30) CCN(CC)S(=O)(=O)c1ccc2c(c1)NC(=O)C1CCCN21 (centres undefined)
assay / entry	25	26	27	28	29	30
Pf growth 96h	?	0%	?	3%	-27%	19%
LmPK inh	-19%	-2%	16%	0%	-2%	1%
CHX counter	27*	18*	-2	12*	-5	-3
TbPYK inhibitor	-5%	1%	-5%	-1%	8%	2%
AMA1-RON2 inh	-19%	-3%	7%	12%	13%	-12%
Pf growth 48h	?	2%	-3%	?	-28%	?
Shiga toxin inh	96*	63*	4	65*	-3	-8

31) C=CCNC(=S)Nc1sc2c(c1C(=O)OCC)CC(C)(CC)OC2 (centres undefined)
32) COc1cccc(N2CCN(C(=O)c3ccc4nc(N5CCC(C)CC5)sc4c3)CC2)c1
33) Cc1cc(C)c(NC(=O)Nc2ccccc2C)c(Cl)c1
34) O=C1C2CCCN2C(c2cccnc2)N1c1ccc(Cl)c(Cl)c1 (centres undefined)
35) CN(C)c1ccc(/C=C2/C(=O)N(c3ccc([N+](=O)[O-])cc3)N=C2N2CCOCC2)cc1
36) COc1ccc(C2c3ccc4ccccc4c3Oc3ncn4nc(Cc5ccccc5)nc4c32)cc1OC (centres undefined)
assay / entry	31	32	33	34	35	36
Pf growth 96h	-9%	1%	59%[activator]	134%[activator]	?	12%
LmPK inh	4%	11%	3%	2%	-6%	1%
CHX counter	-3	64*	-8	-1	2	3
TbPYK inhibitor	-6%	4%	1%	1%	/	-7%
AMA1-RON2 inh	79%[activator]	/	14%	1%	/	-19%
Pf growth 48h	15%	-16%	2%	?	?	?
Shiga toxin inh	-20	117*	-9	-5	24	-8

37) O=C(NCC1CCN(Cc2ccc(F)cc2)CC1)C1CCCN(c2ncnc3c2nc2n3CCCCC2)C1 (centres undefined)
38) CCC1(C)COC2(OC1)C(=O)Nc1ccccc12 (centres undefined)
39) O=C(CCCNC(=O)/C(=C\c1ccccc1F)NC(=O)c1ccccc1)OCc1ccccc1
40) COc1cccc(NC2=C(Cl)C(=O)OC2OC(=O)c2ccco2)c1 (centres undefined)
41) CCOc1ccccc1NC(=O)COC(=O)CSc1ccc(Cl)cc1
42) COc1ccccc1NC(=O)CSc1ccc2nnc(-c3ccc(C)cc3)n2n1
assay / entry	37	38	39	40	41	42
Pf growth 96h	9.3µM*	-14%	-7%	-59%	11%	?
LmPK inh	1%	-2%	4%	3%	4%	9%
CHX counter	-1	-2	-2	-6	-5	-1
TbPYK inhibitor	-5%	4%	-6%	5%	-1%	-1%
AMA1-RON2 inh	0%	-17%	10%	-6%	10%	5%
Pf growth 48h	?	?	-11%	0%	9%	?
Shiga toxin inh	-7	-2	-10	-5	-7	-3

Of the compounds above, these contain an NH in an aromatic ring.
6) c1ccc2[nH]c(CSc3ncnc4c3oc3ccccc34)nc2c1
7) S=c1[nH]nc(CCc2ccc(Cl)cc2)o1
16) COC(=O)c1c(C)[nH]c(C(=O)CN2CCOCC2)c1C
assay / entry	6	7	16
Pf growth 96h	43%[activator]	21%	/
LmPK inh	1%	-3%	-6%
CHX counter	16*	-3	-1
TbPYK inhibitor	7%	?	-5%
AMA1-RON2 inh	50%[activator]	19%	-1%
Pf growth 48h	-6%	21%	13%
Shiga toxin inh	62*	-8	-9

Next records follow.
43) NC(=O)CC(NC(=O)c1cccc(Br)c1)c1ccc(N2CCC(N3CCCCC3)CC2)c([N+](=O)[O-])c1 (centres undefined)
44) CN(C)CCCn1c(SCC(=O)Nc2nccs2)nnc1-c1ccncc1
45) CC1(C)CC(NC(=O)Cc2ccccc2[N+](=O)[O-])CC(C)(C)N1
46) Cc1ccccc1NC(=O)C1CCCN1S(=O)(=O)c1ccc2c(c1)n(C)c(=O)c(=O)n2C (centres undefined)
47) C/C(N)=C(/C#N)C(=O)COC(=O)C1CSC2(c3ccc(F)cc3)CCC(=O)N12 (centres undefined)
48) COc1ccc(-c2[nH]ncc2-c2cnc(C)s2)c(O)c1
assay / entry	43	44	45	46	47	48
Pf growth 96h	4%	?	44%[activator]	41%[activator]	9%	35%[activator]
LmPK inh	-5%	4%	-4%	-2%	-4%	2%
CHX counter	1	-2	1	-3	-7	1
TbPYK inhibitor	-1%	-1%	-9%	1%	5%	-5%
AMA1-RON2 inh	-1%	31%[activator]	-5%	-2%	-14%	3%
Pf growth 48h	-3%	39%[activator]	9%	-7%	-6%	-7%
Shiga toxin inh	-10	-4	2	-13	14	-2

49) CCOCC(=O)Nc1cc(C(=O)NCCC(C)C)ccc1Cl
50) CCN(CC)C(=O)c1ccccc1NC(=O)c1ccccc1
51) O=C(CSc1nnnn1C1CCCCC1)N1CCCC1
52) Cc1ccc(S(=O)(=O)NCCC(=O)N2CCCCCC2)cc1
53) O=C(NCCCn1ccnc1)C(=O)NCC1OCCN1S(=O)(=O)c1cc(F)ccc1F (centres undefined)
54) O=C(NCc1cccs1)Nc1ccc(Cl)cc1
55) NC(=O)CC(NC(=O)Cc1cccc2ccccc12)c1ccc(NC2CCCCC2)c([N+](=O)[O-])c1 (centres undefined)
56) COc1ccc(S(=O)(=O)N2CCN(C(=O)Nc3ccccc3OC)CC2)cc1
57) N#Cc1nn(-c2ccccc2)nc1N1CCCCC1
assay / entry	49	50	51	52	53	54	55	56	57
Pf growth 96h	28%	-6%	?	-14%	5%	29%	?	15%	?
LmPK inh	1%	1%	4%	/	0%	5%	7%	0%	-12%
CHX counter	8	6	5	/	-2	45*	-4	6	12
TbPYK inhibitor	/	0%	0%	-1%	-8%	-11%	1%	-5%	-3%
AMA1-RON2 inh	/	11%	4%	22%	-12%	-9%	2%	-8%	102%[activator]
Pf growth 48h	32%[activator]	8%	-12%	-8%	71%[activator]	123%[activator]	-7%	?	29%
Shiga toxin inh	1	-3	-11	/	10	61*	-4	-5	24
